Screening data as filed in PubChem BioAssay.
ASAP1 GAP inh: ASAP1 ArfGAP inhibition | Q9ULH1 | ASAP1-stimulated ARF1 GTP hydrolysis, GDP FP detection | inhibition, % at 16.5 µM | 360,000 compounds, 0.19% hits; in the data active means inhibition above about 25%;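 further: 0% = vehicle with enzyme and substrate and 100% = no enzyme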
Tn6 DDE FP: DD(E)-Tn6 binding inhibition, primary FP screen; P02675; Fibrin DD(E) TRITC-Tn6 fluorescence polarization displacement; inhibition, % at 8.3 µM; 370,000 compounds, 0.21% hits;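 active means inhibition above a per-campaign cutoff: mean of compounds within control limits plus 3 SD, cut at about 15% in these data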;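 further: 0% = median of all compound wells on the plate and 100% = blocking peptide control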
Target sequence (P02675 whole entry, looked up): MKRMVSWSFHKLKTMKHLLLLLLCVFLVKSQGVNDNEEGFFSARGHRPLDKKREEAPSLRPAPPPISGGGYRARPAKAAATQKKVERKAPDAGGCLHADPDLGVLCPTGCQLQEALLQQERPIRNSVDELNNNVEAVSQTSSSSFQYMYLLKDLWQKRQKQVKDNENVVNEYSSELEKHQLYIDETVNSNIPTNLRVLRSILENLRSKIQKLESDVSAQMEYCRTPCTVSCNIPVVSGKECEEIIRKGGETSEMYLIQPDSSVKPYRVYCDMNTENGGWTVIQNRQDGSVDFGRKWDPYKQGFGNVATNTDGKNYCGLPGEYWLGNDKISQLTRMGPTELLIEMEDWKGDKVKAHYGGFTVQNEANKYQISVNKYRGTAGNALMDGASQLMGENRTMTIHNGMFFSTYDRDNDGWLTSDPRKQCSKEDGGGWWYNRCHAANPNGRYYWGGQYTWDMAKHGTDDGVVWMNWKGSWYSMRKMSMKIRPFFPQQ
ADAM10 inh: inhibits human ADAM10 | AID 720582 | recombinant ADAM10, EDANS/DABCYL FRET peptide cleavage, 3 h | inhibition, % at 7 µM | 370,000 compounds, 0.62% hits | O14672;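 active means inhibition above a per-campaign cutoff equal to the mean of compounds falling between control-based bounds plus 3 SD, cut at about 20% in these data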;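 further: 0% = DMSO wells while the 100% control is not disclosed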
ARFGAP1 inhibitor: inhibits rat ARF GTPase activating protein 1; Q62848; Arfgap1-stimulated ARF1 GTP hydrolysis, GDP FP detection; 360,000 compounds, 0.26% hits; inhibition, % at 16.5 µM; AID 651572;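 active means inhibition above a per-plate limit, mean inhibition of low control wells plus 3 SD, cut at about 25% in these data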;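 further: 0% = DMSO wells with enzyme and 100% = wells lacking Arfgap1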
Target sequence (Q62848 1-136 limits assumed): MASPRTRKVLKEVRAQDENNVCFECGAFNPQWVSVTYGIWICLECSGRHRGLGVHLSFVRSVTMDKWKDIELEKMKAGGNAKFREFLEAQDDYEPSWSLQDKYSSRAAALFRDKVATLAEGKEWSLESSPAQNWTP
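Replicates: Single well per compound | Assay system: Truncated rat Arfgap1 GAP domain | Control set: No-Arfgap1 wells (100%) versus DMSO full-reaction wells (0%) | Times: Enzyme reaction 120 min at 25 °C after 20 min preincubation | Reagent: Human ARF1(Δ1-17)-GTP substrate | Measured by: Tracer-displacement fluorescence polarization with EDTA stop, 620/688 nm | Measure: Percent inhibition of Arfgap1-stimulated GTP hydrolysis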
sPLA2-III inh: Blocks human group III sPLA2 activity; Q9NZ20; 370,000 compounds, 0.56% hits; inhibition, % at 12.2 µM; QFRET BODIPY PC-A2 liposome hydrolysis, fluorescence; AID 743126;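 active means inhibition above mean plus 3 SD of compounds lying within the high and low control bounds, cut at about 19% in these data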;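 further: 0% = median of test compound wells and 100% = no enzyme DMSO wells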
proKLK7 act: proKLK7 (human) activation, primary screen | purified proKLK7, EDANS-DABCYL substrate fluorescence; 100% is mature enzyme control, 0% vehicle | activation, % at 7 µM | 370,000 compounds, 0.9% hits | AID 652039;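 active means activation above the mean of all tested compounds plus 3 SD, computed per campaign excluding outliers beyond control limits, cut at about 13% in these data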
Target sequence (P49862 whole entry, looked up): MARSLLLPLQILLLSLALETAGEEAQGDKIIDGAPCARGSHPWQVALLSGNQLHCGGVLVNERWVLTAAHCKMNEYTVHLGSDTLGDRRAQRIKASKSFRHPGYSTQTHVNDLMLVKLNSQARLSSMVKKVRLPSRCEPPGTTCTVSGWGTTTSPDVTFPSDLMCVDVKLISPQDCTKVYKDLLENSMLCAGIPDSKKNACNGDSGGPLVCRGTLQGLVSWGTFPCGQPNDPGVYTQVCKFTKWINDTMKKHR
FXN GAA850 act: activators of GAA850 frataxin (FXN) promoter; 360,000 compounds, 0.56% hits; HEK293 lucGAA850 FXN promoter luciferase reporter, 24 h; percent of 10 µM SAHA response; activation, % at 6 µM; AID 540364;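 active means activation above the average of all compounds screened plus 3 SD, cutoff fixed separately per campaign, cut at about 7.5% in these data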;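 further: 0% = DMSO wells and 100% = 10 µM SAHA wells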
rCAG binder: binds r(CAG) RNA repeats. inhibition, % at 3 µM. r(CAG) RNA repeat, TO-PRO-1 dye displacement fluorescence. 370,000 compounds, 1.3% hits;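 active means inhibition above the plate cutoff, the mean of all test compounds on that plate plus 3 SD, cut at about 35% in these data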;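 further: 0% = DMSO alone and 100% = 100 µM mitoxantrone as full dye displacement; higher means more dye released from RNA so lower well fluorescence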
NPR2 activator: GC-B (human) receptor activation. P20594. HEK293-GC-B cells, CNP EC30, cGMP TR-FRET; 0% at EC30 CNP, 100% saturating CNP. activation, % at 10 µM. 370,000 compounds, 0.11% hits. AID 1920062;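 active means activation at 10 µM reaching about 35% in either raw or pattern-adjusted values, limit read from the data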
NPR1 activator: GC-A (human) enzyme activation; 370,000 compounds, 0.14% hits; P16066; HEK293 GC-A cells, cGMP TR-FRET, EC30 ANP; 0% at EC30 ANP, 100% saturating ANP; activation, % at 10 µM; in the data active means activation above about 40%
Starred values were filed as active, the others as inactive. Not a hit list; overall some 4.5% were active at least once.

`COc1ccccc1N(CC(O)CN1CCCCC1)S(=O)(=O)c1ccc(C)cc1` (configuration not stated) gave ASAP1 GAP inh -13, Tn6 DDE FP 0, ADAM10 inh 8, ARFGAP1 inhibitor 2, sPLA2-III inh -1, proKLK7 act -0.1, FXN GAA850 act -0.7, rCAG binder -1, NPR2 activator -5 and NPR1 activator -2.
CC1(C(=O)N/N=C/c2ccc([N+](=O)[O-])o2)CC1(Br)Br (configuration not stated) was read as ASAP1 GAP inh -1, Tn6 DDE FP -8, ADAM10 inh -26, ARFGAP1 inhibitor 3, sPLA2-III inh 0, proKLK7 act 0.8, FXN GAA850 act 1.8, rCAG binder 3, NPR2 activator -1 and NPR1 activator 0.
`CCNC(=O)CCn1nc(-c2ccc(C)cc2)c2ccccc2c1=O` gave ASAP1 GAP inh 8, Tn6 DDE FP 5, ADAM10 inh 3, ARFGAP1 inhibitor 6, sPLA2-III inh -3, proKLK7 act 0.1, FXN GAA850 act 0.2, rCAG binder -5, NPR2 activator -2 and NPR1 activator -4.
For O=C(OCC(=O)c1c[nH]c2ccccc12)c1ccc(OC(F)F)cc1 the results were ASAP1 GAP inh 1, Tn6 DDE FP 4, ADAM10 inh 1, ARFGAP1 inhibitor 0, sPLA2-III inh -14, proKLK7 act -0.7, FXN GAA850 act 1.6, rCAG binder 8, NPR2 activator 2 and NPR1 activator -3.
O=C(Nc1ccc(F)cc1)Nc1csc2ccccc12 was read as ASAP1 GAP inh 7, Tn6 DDE FP -12, ADAM10 inh 12, ARFGAP1 inhibitor 5, sPLA2-III inh -10, proKLK7 act 0.5, FXN GAA850 act -0.3, rCAG binder 11, NPR2 activator 5 and NPR1 activator 2.
Screening COCCNC(=O)C1CCCN(C(=O)c2sccc2C)CC1 (configuration not stated) returned ASAP1 GAP inh -4, Tn6 DDE FP -4, ADAM10 inh -3, ARFGAP1 inhibitor -3, sPLA2-III inh 0, proKLK7 act -0.1, FXN GAA850 act -0.1, rCAG binder 2, NPR2 activator -1 and NPR1 activator -1.
CCOc1ccc(NC(=O)c2cnccn2)cc1 was read as ASAP1 GAP inh -3, Tn6 DDE FP 5, ADAM10 inh 1, ARFGAP1 inhibitor -5, sPLA2-III inh -1, proKLK7 act 0.2, FXN GAA850 act -0.5, rCAG binder -4, NPR2 activator -4 and NPR1 activator -2.
Cc1cc2c(cc1S(=O)(=O)NC1CCCCC1C)OCC(=O)N2 (configuration not stated) was read as ASAP1 GAP inh -2, Tn6 DDE FP 6, ADAM10 inh -5, ARFGAP1 inhibitor 13, sPLA2-III inh -10, proKLK7 act 0.1, FXN GAA850 act 2.9, rCAG binder 2, NPR2 activator 3 and NPR1 activator 1.
COc1c(C)cccc1C(=O)Nc1ccc(CN2CCOCC2)cc1 was read as ASAP1 GAP inh -3, Tn6 DDE FP 12, ADAM10 inh 0, ARFGAP1 inhibitor -3, sPLA2-III inh 4, proKLK7 act -0.1, FXN GAA850 act 5.1, rCAG binder -6, NPR2 activator 3 and NPR1 activator 1.
`C=CCOC(=O)C(C#N)c1nc2ccccc2nc1N1CCN(c2ccccc2OC)CC1` (configuration not stated) gave ASAP1 GAP inh -4, Tn6 DDE FP 8, ADAM10 inh -18, ARFGAP1 inhibitor 2, sPLA2-III inh 5, proKLK7 act -0.9, FXN GAA850 act 0.4, rCAG binder 5, NPR2 activator -5 and NPR1 activator -3.
`COc1ccccc1Nc1nc(-c2sc(NC(=O)c3ccco3)nc2C)cs1` gave ASAP1 GAP inh 18, Tn6 DDE FP 4, ADAM10 inh -12, ARFGAP1 inhibitor 5, sPLA2-III inh -1, proKLK7 act -0.8, FXN GAA850 act -3.7, rCAG binder 27, NPR2 activator 2 and NPR1 activator 1.
CC(=O)Nc1cc2c(c(Cl)c1Cl)-c1ccccc1C2=O was read as ASAP1 GAP inh 1, Tn6 DDE FP 2, ADAM10 inh -16, ARFGAP1 inhibitor 0, sPLA2-III inh 3, proKLK7 act 0.2, FXN GAA850 act 1.4, rCAG binder 5, NPR2 activator -4 and NPR1 activator -3.
`OCC[C@H]1C[C@H](O)[C@@H](O)[C@]2(CCc3ccccc3CO2)O1` gave ASAP1 GAP inh 6, Tn6 DDE FP -3, ADAM10 inh -3, ARFGAP1 inhibitor 2, sPLA2-III inh -2, proKLK7 act 0.8, FXN GAA850 act 2.1, rCAG binder -1, NPR2 activator 3 and NPR1 activator 1.
COc1ccc(C(=O)Nc2c(N)nc(SCC(=O)NCC3CCCO3)[nH]c2=O)cc1OC (configuration not stated) was read as ASAP1 GAP inh 3, Tn6 DDE FP -1, ADAM10 inh -4, ARFGAP1 inhibitor -4, sPLA2-III inh 0, proKLK7 act -0.4, FXN GAA850 act 1.4, rCAG binder -2, NPR2 activator 0 and NPR1 activator 3.
O=C(CNC(=O)c1ccc(Cl)cc1)OCc1nc2ccccc2s1 was read as ASAP1 GAP inh -3, Tn6 DDE FP 3, ADAM10 inh 0, ARFGAP1 inhibitor -9, sPLA2-III inh -5, proKLK7 act 0.8, FXN GAA850 act 3.0, rCAG binder -1, NPR2 activator -4 and NPR1 activator 14.
O=C(CSc1nnc(-c2ccccc2F)n1C1CCCCC1)Nc1cc(C(=O)O)ccc1Cl was read as ASAP1 GAP inh 1, Tn6 DDE FP -4, ADAM10 inh 1, ARFGAP1 inhibitor 0, sPLA2-III inh -28, proKLK7 act 0.1, FXN GAA850 act -0.1, rCAG binder 38*, NPR2 activator 3 and NPR1 activator 0.
For O=C(O)CCCC(=O)NCCCCc1ccccc1 the results were ASAP1 GAP inh 1, Tn6 DDE FP -5, ADAM10 inh 4, ARFGAP1 inhibitor -17, sPLA2-III inh -6, proKLK7 act -0.6, FXN GAA850 act -0.9, rCAG binder 1, NPR2 activator 2 and NPR1 activator 2.
`Cc1ccc2nc(C)c(CN3CCN(c4ccc([N+](=O)[O-])cc4Cl)CC3)n2c1` gave ASAP1 GAP inh -7, Tn6 DDE FP 3, ADAM10 inh -5, ARFGAP1 inhibitor -2, sPLA2-III inh -1, proKLK7 act 0.1, FXN GAA850 act -7.2, rCAG binder -2, NPR2 activator -3 and NPR1 activator -1.
`COc1ncccc1-c1nnn(-c2ccc(F)cc2)n1` gave ASAP1 GAP inh -2, Tn6 DDE FP 1, ADAM10 inh 2, ARFGAP1 inhibitor 6, sPLA2-III inh 1, proKLK7 act -0.8, FXN GAA850 act 4.1, rCAG binder -6, NPR2 activator 1 and NPR1 activator 1.
O=C(c1ccco1)N1CCN(c2nc(C3CC3)nc3c2nnn3Cc2ccccc2Cl)CC1 was read as ASAP1 GAP inh 6, Tn6 DDE FP -6, ADAM10 inh 13, ARFGAP1 inhibitor -4, sPLA2-III inh -3, proKLK7 act 0.6, FXN GAA850 act 2.1, rCAG binder 3, NPR2 activator -1 and NPR1 activator 0.
c1ccc(-c2c[nH]c3[n+]2CCCCC3)cc1 was read as ASAP1 GAP inh 5, Tn6 DDE FP 3, ADAM10 inh 11, ARFGAP1 inhibitor -5, sPLA2-III inh 5, proKLK7 act -0.3, FXN GAA850 act -0.6, rCAG binder 2, NPR2 activator 2 and NPR1 activator 2.
Screening CCN(CC)C(=O)C1=C(C)N(Cc2ccc(C(C)(C)C)cc2)C(=O)C(CC(=O)NCc2ccco2)C1 (configuration not stated) returned ASAP1 GAP inh 2, Tn6 DDE FP -2, ADAM10 inh 1, ARFGAP1 inhibitor 7, sPLA2-III inh -16, proKLK7 act -0.1, FXN GAA850 act 1.2, rCAG binder 3, NPR2 activator -2 and NPR1 activator 5.
Screening COc1ccccc1-n1nnnc1SCC(=O)Nc1ccc(C)c(N)c1 returned ASAP1 GAP inh -7, Tn6 DDE FP 3, ADAM10 inh -6, ARFGAP1 inhibitor 9, sPLA2-III inh 1, proKLK7 act 0.1, FXN GAA850 act 0.8, rCAG binder 4, NPR2 activator 8 and NPR1 activator 2.
`Cc1nn(C)cc1C(=O)c1ccccc1` gave ASAP1 GAP inh -3, Tn6 DDE FP -3, ADAM10 inh 0, ARFGAP1 inhibitor 9, sPLA2-III inh 0, proKLK7 act 0.3, FXN GAA850 act 0.7, rCAG binder 0, NPR2 activator 0 and NPR1 activator 0.
`Nc1nonc1-n1nnc(C(=O)N/N=C/c2cccc(F)c2)c1-c1ccc2c(c1)OCO2` gave ASAP1 GAP inh 9, Tn6 DDE FP 1, ADAM10 inh -14, ARFGAP1 inhibitor 4, sPLA2-III inh -12, proKLK7 act -2.5, FXN GAA850 act -0.6, rCAG binder 5, NPR2 activator -3 and NPR1 activator 0.
Screening COc1cc(C(=O)OCC(=O)NCc2ccccc2)cc(NC(=O)c2ccco2)c1OC returned ASAP1 GAP inh -1, Tn6 DDE FP 2, ADAM10 inh -3, ARFGAP1 inhibitor 12, sPLA2-III inh 3, proKLK7 act -0.3, FXN GAA850 act 2.8, rCAG binder -1, NPR2 activator 3 and NPR1 activator 0.
`COc1cc([N+](=O)[O-])ccc1NC(=O)CSc1nc2ccccc2n1-c1ccccc1` gave ASAP1 GAP inh -2, Tn6 DDE FP 4, ADAM10 inh 6, ARFGAP1 inhibitor -4, sPLA2-III inh -3, proKLK7 act -0.3, rCAG binder 12, NPR2 activator -3 and NPR1 activator -2.
`CC1=CC(C)(C)n2c(O)c(N=NC(N)=S)c3c(C)c(C)cc1c32` gave ASAP1 GAP inh 2, Tn6 DDE FP -1, ADAM10 inh 10, ARFGAP1 inhibitor 10, sPLA2-III inh 3, proKLK7 act -0.2, FXN GAA850 act -0.1, rCAG binder 9, NPR2 activator -2 and NPR1 activator -6.
`COc1ccc(C2=NN(C(=O)CSc3nnc(-c4ccccc4F)o3)C(c3ccco3)C2)cc1` (configuration not stated) gave ASAP1 GAP inh 4, Tn6 DDE FP 6, ADAM10 inh 5, ARFGAP1 inhibitor 7, sPLA2-III inh 0, proKLK7 act 0.1, FXN GAA850 act 0.8, rCAG binder 4, NPR2 activator 1 and NPR1 activator 1.
COCCCNC(=O)C[C@H]1C[C@@]2(C(=O)OC)C(=C[C@H](C(C)C)O[C@@H]2C2CC2)N(CCC2=CCCCC2)C1=O was read as Tn6 DDE FP 6, ADAM10 inh 0, sPLA2-III inh -7, proKLK7 act 0.0, rCAG binder -1, NPR2 activator -4 and NPR1 activator -3.
CCOc1ccc(-n2cnc3c(=O)[nH]c(N)nc32)cc1 was read as ASAP1 GAP inh 2, Tn6 DDE FP 8, ADAM10 inh 2, ARFGAP1 inhibitor 1, sPLA2-III inh -4, proKLK7 act 0.8, FXN GAA850 act 2.0, rCAG binder 6, NPR2 activator 21 and NPR1 activator 23.
Screening COc1ccnc(CSC(N)=Nc2ccccc2OC)c1 returned ASAP1 GAP inh -1, Tn6 DDE FP -4, ADAM10 inh -16, ARFGAP1 inhibitor 10, sPLA2-III inh 6, proKLK7 act -0.9, FXN GAA850 act -0.5, rCAG binder -1, NPR2 activator -2 and NPR1 activator 2.
